Compound activity: PubChem, Sanford-Burnham Center for Chemical Genomics
SENP1 FRET inh = blocks the human SENP1 SUMO protease catalytic domain | 0.21% of 360,000 active | recombinant SENP1 catalytic domain, CyPet-SUMO1-YPet FRET cleavage | inhibition, % at 10 µM | AID 624204;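 active means inhibition at least 30% at 10 µM, raw YFP signal under a set limit, fluorescence ratio 0.5 to 1.5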;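 further: 0% = enzyme with DMSO and 100% = no enzyme wells; some results filed as inactive read as strong as hits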
Target sequence (Q9P0U3 419-644 limits assumed): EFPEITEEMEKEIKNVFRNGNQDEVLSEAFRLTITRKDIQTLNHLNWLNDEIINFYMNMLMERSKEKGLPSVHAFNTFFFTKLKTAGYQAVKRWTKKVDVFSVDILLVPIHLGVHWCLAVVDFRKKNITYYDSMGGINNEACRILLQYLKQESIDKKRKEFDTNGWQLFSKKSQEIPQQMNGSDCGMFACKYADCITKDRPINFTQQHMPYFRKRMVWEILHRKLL
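system = hSENP1 catalytic domain, recombinant | reagent = SFCypet-SUMO1-SFYpet substrate at 25 nM | doses = one dose per compound, 10 µM, 0.5% DMSO | incubation = enzyme reaction for 50 min at room temperature, dark | measured by = FRET, CFP and YFP emission | controls = no-enzyme low, enzyme-DMSO high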
SENP6 block = blocks the human protease SENP6. AID 2599. 1.8% of 330,000 active. Recombinant SENP6 catalytic domain, aminoluciferin luminescence. inhibition, % at 10 µM. Q9GZR1;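 active means inhibition above about 50% at the single tested dose, limit read from the data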;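 further: plate controls were DMSO wells with enzyme for no effect and DMSO wells lacking enzyme for full effect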
hIAP act = increases human intestinal alkaline phosphatase activity; 0.16% of 330,000 active; P09923; activation factor at 10 µM; purified human IAP, CDP-Star luminescence, 30 min; hits give high values; 1 = vehicle-only enzyme, 0 = enzyme-free background;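 active means activation factor of the enzyme at least 2-fold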; further: the source names both 10 and 20 µM as test concentration; values of inactives mirror those of a sister screen read the other way
Target sequence (P09923 whole entry, looked up): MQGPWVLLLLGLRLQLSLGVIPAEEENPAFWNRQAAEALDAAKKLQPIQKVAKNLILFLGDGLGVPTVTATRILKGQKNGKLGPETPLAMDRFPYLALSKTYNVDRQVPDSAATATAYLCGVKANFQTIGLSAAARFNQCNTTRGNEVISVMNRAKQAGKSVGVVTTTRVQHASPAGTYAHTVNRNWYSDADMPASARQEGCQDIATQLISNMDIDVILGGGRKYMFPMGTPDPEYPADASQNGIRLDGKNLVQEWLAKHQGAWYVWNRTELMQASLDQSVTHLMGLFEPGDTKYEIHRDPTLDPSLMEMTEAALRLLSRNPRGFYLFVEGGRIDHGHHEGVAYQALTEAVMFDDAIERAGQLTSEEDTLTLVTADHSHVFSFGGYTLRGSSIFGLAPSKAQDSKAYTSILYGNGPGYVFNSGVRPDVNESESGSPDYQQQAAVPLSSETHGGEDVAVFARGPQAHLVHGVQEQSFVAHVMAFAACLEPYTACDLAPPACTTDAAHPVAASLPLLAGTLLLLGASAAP
ATG4B inhibitor = ATG4B (human) cysteine protease inhibition | Q9Y4P1 | ATG4B cleavage of LC3-PLA2, NBD-HPC fluorescence, 1 h | inhibition, % at 8.33 µM | 0.51% of 340,000 active; in the data active means inhibition above about 40%
PfGluPho inh = PfG6PD (Plasmodium falciparum) enzyme inhibition | 0.78% of 350,000 active | inhibition, % at 20 µM | PfGluPho enzyme, NADPH resazurin-diaphorase fluorescence;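 active means inhibition reaching at least a set limit at 20 µM in the primary screen, cut at about 59% in these data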;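 further: 0% = DMSO wells with substrate and 100% = DMSO wells lacking glucose-6-phosphate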
SENP8 inh = inhibitors of human SENP8 protease; Q96LD8; recombinant SENP8, Nedd8 substrate fluorescence; inhibition, % at 20 µM; 0.64% of 360,000 active; in the data active means inhibition mostly above about 40%, no sharp cut-off; inactive means mostly below about 27%
Target sequence (Q96LD8 whole entry, looked up): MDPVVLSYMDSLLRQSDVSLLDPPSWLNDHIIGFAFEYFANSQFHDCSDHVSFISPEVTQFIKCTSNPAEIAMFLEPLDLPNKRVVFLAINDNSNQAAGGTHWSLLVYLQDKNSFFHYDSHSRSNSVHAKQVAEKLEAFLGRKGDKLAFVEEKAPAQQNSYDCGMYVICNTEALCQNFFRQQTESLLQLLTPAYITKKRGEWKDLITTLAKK
MPTP inh = blocks calcium-induced mitochondrial swelling; isolated mouse mitochondria, Ca2+ swelling absorbance, 30 min; inhibition, % at 10 µM; 1.4% of 360,000 active; AID 602449;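 active means inhibition of 50% or more, scaled per plate between neutral and stimulator controls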;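 further: 0% = DMSO wells given calcium and 100% = 1 mM EGTA wells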
NR3A LBD binder = NR3A (human) ligand-binding domain modulation. AID 1259313. NR3A LBD differential scanning fluorimetry, Tm shift; 0% = protein alone, 100% = glycine-bound protein. Tm shift relative to glycine control, % at 25 µM. 2.5% of 340,000 active;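 active means melting temperature shift of at least 10% of the positive control shift, at one fixed dose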
Active calls of the source: *; nt = not tested or not shown.

SMILES | SENP1 FRET inh | SENP6 block | hIAP act | ATG4B inhibitor | PfGluPho inh | SENP8 inh | MPTP inh | NR3A LBD binder
Cn1c(NC(=O)CCC2CCCCC2)cc(=O)n(C)c1=O | 2 | -2 | 0.92 | -6 | 6 | 24 | 0.6 | -4
CCOCCCNC(=O)C(c1ccc(OC)cc1)N(Cc1ccc2c(c1)OCO2)C(=O)c1cnccn1 (configuration not stated) | -1 | -8 | 1.1 | 1 | -24 | 9 | -0.2 | 0
Clc1ccc(-n2ncc3c(NCC4CCCO4)ncnc32)cc1 (configuration not stated) | -21 | 8 | 1 | -2 | 17 | -2 | 0.6 | -1
Cc1ccc(NC(=O)Cc2nnc(SCC(=O)NC3CCCC3)n2C)cc1 | 2 | -2 | 1 | 0 | 1 | 8 | -0.9 | -4
Cc1ccc(S(=O)(=O)N(C)c2ccc(C(=O)NCc3ccccc3F)cc2)cc1 | 0 | 6 | 0.99 | 7 | 15 | 26 | -2.6 | -7
N#CC1(NC(=O)COC(=O)c2cc([N+](=O)[O-])ccc2N2CCOCC2)CCCCC1 | 2 | -16 | 1 | -5 | 9 | 18 | -0.8 | -1
O=c1[nH]c2ccc(Br)cc2o1 | 2 | nt | nt | -3 | -14 | 3 | -1.1 | 11*
Cc1ccc(C(=O)/C=C/C(=O)c2ccc(C)cc2)cc1 | 2 | -13 | 0.83 | 0 | 76* | 16 | -1.5 | -2
COC(=O)c1ccccc1NC(=O)c1noc2c1CCCC2 | 3 | -9 | 0.86 | 23 | 6 | 10 | 0.0 | -1
COc1cccc(NC(=O)c2cc3ccccc3cc2OC)c1 | -1 | -22 | 0.98 | -9 | 22 | -34 | 0.1 | -3
Cc1cc(/C=C(/C#N)C(=O)O)c(C)n1CCC(C)C | -6 | 11 | 1.2 | -7 | -29 | -116 | 1.0 | -1
Cc1occc1-c1nnc(SCC(=O)NCCc2ccccc2)o1 | 3 | 13 | 1.1 | -9 | 1 | -2 | -0.1 | -1
O=C(O)C1C2C=CC(C2)C1C(=O)NCCCN1CCCC1=O (configuration not stated) | 0 | -5 | 0.96 | 5 | -5 | 5 | 0.1 | -2
Cc1cc(C)cc(-n2ncc3c2CCCC3NC(=O)c2cc(C)[nH]n2)c1 (configuration not stated) | 0 | -4 | 1.1 | 7 | -13 | 8 | -0.4 | -1
COc1cc(-c2nn3c(Cc4ccccc4)nnc3s2)cc(OC)c1OC | -2 | -32 | 1.1 | 9 | 11 | -134 | -2.4 | -7
CCCc1ccc2oc(C(=O)N3CCN(CC(=O)NC(C)C)CC3)c(C)c2c1 | 1 | 6 | 0.88 | 3 | -23 | 9 | 1.1 | -1
O=C(CSc1n[nH]c(=O)[nH]c1=O)Nc1ccc(C(=O)O)cc1 | 1 | -8 | 1.2 | -8 | 31 | 13 | 0.2 | 1
COc1cc(-n2c(=O)c3ccccc3n(Cc3ccccc3)c2=O)cc(OC)c1OC | 4 | 0 | 0.96 | 2 | -9 | 24 | -0.5 | -2
COc1cc(SC)ccc1C(=O)OC(C)C(=O)NC1CCCC1 (configuration not stated) | 0 | nt | nt | -12 | -4 | 3 | 1.4 | -3
Cc1ccccc1C(=O)c1c[nH]c(C(=O)N2CCN(c3ccccc3F)CC2)c1 | 0 | 12 | 1 | 15 | 2 | 11 | -1.8 | 1
CC1CCCC(C)N1C(=O)CSc1nnnn1Cc1ccccc1 (configuration not stated) | 0 | 2 | 1 | -8 | 4 | 12 | 0.1 | 1
C[C@@H]1CCCCO[C@@H](CN(C)C(=O)Nc2ccccc2)[C@@H](C)CN([C@H](C)CO)C(=O)c2cc(N(C)C)ccc2O1 | 0 | nt | nt | nt | 25 | -193 | -1.1 | nt
CC(=O)c1ccc(OCC(O)CN2CCOCC2)cc1 (configuration not stated) | 0 | -8 | 0.94 | -1 | -10 | 6 | -2.0 | -4
CCOC(=O)c1c(-c2ccc(C)o2)csc1NC(=O)COC(=O)c1ccc(NC(N)=O)cc1 | 1 | -7 | 1 | -6 | 35 | -12 | 5.0 | -5
OCCC1CN(Cc2cccc3nccnc23)CCN1Cc1ccc(F)cc1 (configuration not stated) | -1 | 14 | 1.1 | -7 | -4 | 21 | 2.0 | 0
COC(=O)C1=C(C)NC(=O)NC1/C=C/c1ccccc1 (configuration not stated) | 0 | 27 | 0.81 | -18 | -9 | 2 | -0.9 | -1
CCCOc1ccc(-c2c(C(=O)N/N=C/c3ccc(C)o3)nnn2-c2nonc2N)cc1 | 3 | -1 | 1.1 | -1 | -1 | -232 | -0.6 | 0
CC(Sc1nc(N)cc(=O)[nH]1)C(=O)NNC(=O)c1cccc(Cl)c1 (configuration not stated) | 1 | 8 | 1.2 | 1 | -11 | 2 | -1.2 | 1
O=C(Cc1ccccc1)N1CCN(C(=O)c2ccco2)CC1 | 0 | 3 | 0.86 | -4 | -12 | 19 | -3.9 | 1
Cc1cc(Br)ccc1SCC(=O)OCC(=O)NCc1ccc2c(c1)OCO2 | 3 | 1 | 0.95 | -14 | 10 | -1 | 2.2 | -21
COc1ccc(C(c2c(NC(C)=O)sc3c2CCCC3)N2CCN(CCO)CC2)cc1OC (configuration not stated) | -3 | 7 | 1.1 | 3 | -3 | 7 | -0.3 | 0
CCC1Sc2ccc(S(=O)(=O)CCC(=O)Nc3cc(C)ccn3)cc2NC1=O (configuration not stated) | 0 | 7 | 1.2 | -5 | -4 | 11 | -0.2 | 0
CCN(CC)CCn1c(=N)n(CC(O)c2ccco2)c2ccccc21 (configuration not stated) | -2 | -4 | 1.2 | 7 | -4 | 11 | -0.6 | 2
COc1ccc(N2CCN(C(=O)CCNS(=O)(=O)c3ccc4c(c3)CCC(=O)N4)CC2)cc1 | 0 | 11 | 1.2 | 5 | -1 | 5 | 0.3 | 1
Cc1ccc(NC(=O)CSc2nc(C)c(C)c(C)n2)cc1S(=O)(=O)N1CCOCC1 | 1 | -9 | 0.97 | 0 | 36 | 2 | -1.3 | 2
O=C(c1cc2c(=O)n3ccccc3nc2s1)N1CCN(Cc2ccccc2)CC1 | -85 | -9 | 0.9 | -3 | 12 | -287 | 0.8 | -1
Cc1cc(C(=O)NCCc2ccccc2)c2cc(F)ccc2n1 | 0 | -18 | 0.98 | -13 | 12 | -3 | 3.0 | 1
O=C(NC1CC1)c1ccc(CN(c2ccccc2)S(=O)(=O)c2ccccc2)cc1 | 3 | 2 | 1.1 | 5 | -11 | 12 | 0.3 | -2
Cc1ccccc1NC(=O)C1C2C=CC(C3CC23)C1C(=O)O (configuration not stated) | 2 | 4 | 1 | 2 | 15 | 9 | -0.3 | -2
Clc1ccc(-c2nnc(CCc3ccccc3)o2)c(Cl)c1 | 3 | 20 | 1.1 | 2 | -1 | 0 | 2.3 | 1
COc1ccc(NC(=O)CN(C)C(=O)CC2CCCC2)cc1 | 0 | 3 | 1.1 | -2 | 14 | 14 | -2.0 | -1
CCn1c(SCC(=O)C(C)(C)C)nnc1-c1ccccn1 | 1 | -11 | 0.98 | -5 | -6 | 8 | 0.6 | -3
Cn1c(SCC(=O)NCC2CCCO2)nnc1-c1ccco1 (configuration not stated) | 0 | 4 | 0.98 | 4 | -7 | 19 | 0.3 | 0
CC(C)CCNC(=O)c1nn(Cc2ccccc2)c(=O)c2ccccc12 | -1 | -6 | 0.96 | 2 | 2 | 2 | 1.2 | -2
COc1cc(NC(=O)CSc2nc3[nH]ncc3c(=O)n2-c2ccc(Cl)cc2)cc(OC)c1 | 0 | -4 | 0.92 | -6 | 15 | 11 | 0.8 | 13*
Fc1ccc(Cn2nnnc2C(c2ccc(Cl)cc2)N2CCSCC2)cc1 (configuration not stated) | 2 | -3 | 0.87 | -11 | 5 | 17 | 3.0 | -14
Cc1cc(C)cc(NC(=O)c2cccc(NC3=NC4CS(=O)(=O)CC4S3)c2)c1 (configuration not stated) | 1 | -13 | 1 | -13 | -12 | 3 | -0.6 | 0
CNc1oc(C)nc1S(=O)(=O)c1ccccc1 | 2 | 2 | 0.96 | -4 | 7 | 30 | -2.1 | 15*
O=[N+]([O-])c1cccnc1Nc1ccc(Cl)cc1 | 2 | nt | nt | nt | 7 | 33 | 0.7 | nt
CCOC(=O)C(=Nc1ccc(Cl)cc1)NO | 0 | 7 | 0.93 | -5 | 0 | 9 | 0.6 | 0
NC(=O)N/N=C/C=C/c1ccc(F)cc1 | 3 | -39 | 0.95 | -2 | 0 | 43* | 0.6 | -1
CCCn1nnc(NC(=O)c2cc(Br)ccc2OC)n1 | 3 | -22 | 0.8 | -5 | -13 | -10 | 1.2 | 0
Cc1nn(-c2ccccc2)nc1C(=O)OCC(=O)N1CCC(C)CC1 | 2 | 2 | 0.87 | 4 | -4 | 3 | 0.4 | 0
Cc1cc2cc(CNC(=O)c3ccc(S(=O)(=O)N4CCCCC4)cc3)ccc2[nH]1 | -14 | 1 | 0.97 | -12 | 12 | 7 | 1.6 | -1
Cc1cn(CC(=O)NCc2ccc(N(C)C)cc2)c(=O)[nH]c1=O | 3 | nt | nt | nt | 15 | 14 | -0.4 | 4
N#Cc1c(-c2ccc(F)cc2)cc(-c2cccnc2)nc1N | -118 | -8 | 1 | -7 | -4 | -295 | -0.6 | -6
CCCn1nnc(NC(=O)c2cccc(Cl)c2)n1 | 3 | -12 | 1 | -15 | -30 | 14 | -3.0 | 0
CC(=O)N1CCN(c2nc(CC(C)C)c3c(c2C#N)CCC3)CC1 | 2 | -10 | 0.96 | -5 | -3 | -495 | 3.7 | -2
CCC(=O)c1cccc2c1N=CC1=C(CC(C)(C)CC1=O)N2 | 2 | -1 | 0.95 | -12 | 14 | -81 | 1.4 | 1
NCCS(=O)(=O)NC1CCCCC1 | 1 | 4 | 0.9 | -3 | -2 | 9 | 0.8 | -1

Additional results.
SMILES | SENP1 FRET inh | SENP6 block | hIAP act | ATG4B inhibitor | PfGluPho inh | SENP8 inh | MPTP inh | NR3A LBD binder
CCC(SC1=NCCS1)C(=O)Nc1nnc(-c2ccccc2OC)s1 (configuration not stated) | 1 | -4 | 0.98 | -22 | 9 | -23 | -1.9 | -13
CS(=O)(=O)N(Cc1ccccc1)c1ccc(C(=O)NCc2ccccc2)cc1 | 1 | -19 | 1 | 0 | -11 | 17 | -5.8 | 2
CC(=O)c1ccc(N2CCN(C(=O)c3nn(C)c4c3CS(=O)(=O)c3ccccc3-4)CC2)cc1 | 1 | 1 | 0.97 | 2 | -3 | -158 | -1.9 | 0
CCC(OC(=O)c1nsc(Cl)c1Cl)C(=O)NCc1ccco1 (configuration not stated) | 5 | 8 | 0.98 | -4 | 5 | 24 | 1.2 | 2
COc1cc(-c2nc(-c3cccc(C)c3)no2)cc(OC)c1OC | -1 | 3 | 1.1 | -2 | 10 | 10 | 1.5 | 0
COc1ccc(C(=O)NCc2ccon2)cc1OC1CCN(C(C)C)CC1 | 0 | 5 | 1 | -4 | -9 | 12 | -0.1 | 0
O=C(COC(=O)C1CCC1)Nc1cccc(S(=O)(=O)N2CCOCC2)c1 | -2 | -11 | 1.2 | 0 | -12 | 22 | 0.1 | 0

Reformatted with two lines to a compound: part of the list above.
Second line of a record – SENP1 FRET inh | SENP6 block | hIAP act | ATG4B inhibitor | PfGluPho inh | SENP8 inh | MPTP inh | NR3A LBD binder
- COc1cc(-c2nc(-c3cccc(C)c3)no2)cc(OC)c1OC
    -1 | 3 | 1.1 | -2 | 10 | 10 | 1.5 | 0
- O=C(COC(=O)C1CCC1)Nc1cccc(S(=O)(=O)N2CCOCC2)c1
    -2 | -11 | 1.2 | 0 | -12 | 22 | 0.1 | 0
- CS(=O)(=O)N(Cc1ccccc1)c1ccc(C(=O)NCc2ccccc2)cc1
    1 | -19 | 1 | 0 | -11 | 17 | -5.8 | 2
- COc1ccc(C(=O)NCc2ccon2)cc1OC1CCN(C(C)C)CC1
    0 | 5 | 1 | -4 | -9 | 12 | -0.1 | 0
- CCC(SC1=NCCS1)C(=O)Nc1nnc(-c2ccccc2OC)s1 (configuration not stated)
    1 | -4 | 0.98 | -22 | 9 | -23 | -1.9 | -13
- CC(=O)c1ccc(N2CCN(C(=O)c3nn(C)c4c3CS(=O)(=O)c3ccccc3-4)CC2)cc1
    1 | 1 | 0.97 | 2 | -3 | -158 | -1.9 | 0

An unsorted share of the library. About 6.7% of those tested had a hit in this group.
